Mot1-301 SUMO: inhibitors of SUMOylation pathway: yeast Mot1-301 growth rescue; growth rescue, % at 18.8 µM; 320,000 compounds, 1% hits; S. cerevisiae Mot1-301 growth rescue, ATP luminescence, 38.5C; percent above DMSO median, 100 means doubled;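 active = every valid replicate shows activation above 250% relative to neutral control wells; inactive = the rest, any valid replicate at or below 250%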;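 also: OY570 slx delta 5 strain wells were the positive control but not used for scaling; some compounds called inactive have numbers as strong as hits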
PfHsp90 yeast 2: inhibits growth of yeast expressing Plasmodium falciparum Hsp90. S. cerevisiae expressing PfHsp90, BacTiter-Glo ATP, 48 h; yeast lacking PDR1 and PDR3 efflux regulators. inhibition, % at 9.4 µM. 310,000 compounds, 0.32% hits. AID 504621;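 active = every replicate shows inhibition above about 80%, whatever the replicate mean, limit read from the data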;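 also: 0% = DMSO neutral controls and 100% = 20 µM radicicol positive controls; yeast relying on Plasmodium falciparum Hsp90 in place of its own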
phage Ecoli inh: E. coli growth loss with phage present. growth absorbance. inhibition, % at 11.9 µM. 360,000 compounds, 0.26% hits. AID 651602; in the data active = inhibition above about 11%
HTR5A inv ctr: inverse agonist of human HTR5A in OPRM1-OPRD1 counter-screen | P47898 | inhibition, % at 9.3 µM | 340,000 compounds, 0.083% hits | HTR5A cell line, luminescence, inverse agonism; in the data active = inhibition mostly above about 23%, no sharp cut-off; inactive = mostly below about 18%;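 also: 0% = cells with DMSO and 100% = no-cell wells with DMSO; some compounds called inactive have numbers as strong as hits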
Ecoli viability: counter-screen for AddAB inhibitors: E. coli growth inhibition; AID 449728; inhibition, % at 11.9 µM; 330,000 compounds, 0.27% hits; E. coli V3065 growth, OD600 absorbance, 18 h;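 active = inhibition above the campaign's mean inhibition across all tested compounds plus 3 SD, cut at about 9.9% in these data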;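 also: uninfected addAB+ strain grown without phage in ampicillin broth; 0% = DMSO wells and 100% = ciprofloxacin 0.95 µg/ml wells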
PKA-R2B activ: activates the human PKA-R2B holoenzyme complex; P22694+P31323; PKA-R2B holoenzyme dissociation, Cy5-IP20 fluorescence polarization; R2B truncated from residue 108, S112A mutant; 0% DMSO only, 100% 113 µM cGMP; activation, % at 11.4 µM; 340,000 compounds, 0.079% hits; AID 504700;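 active = activation above a cutoff set at the mean over all compounds plus 3 SD, cut at about 18% in these data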;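 also: higher means more holoenzyme dissociation and a rise in polarization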
Tat transport: inhibitors of E. coli Tat protein transport; E. coli MC4100 TorA-mCherry Tat export, fluorescence; inhibition, % at 10 µM; 340,000 compounds, 0.036% hits; AID 488895;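 active = mean replicate inhibition at least 50% and at least half of replicates individually reaching 50%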;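 also: exported cargo escapes ClpAP degradation while cytoplasmic cargo is degraded and loses fluorescence; 0% = median of neutral control wells and 100% = median of NaSCN control wells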
OPRM1-OPRD1 ag: agonists of human mu-delta opioid receptor heterodimerization; cells, OPRM1-OPRD1 heterodimerization, luminescence; AID 504326; activation, % at 9.3 µM; P35372+P41143; 340,000 compounds, 0.3% hits; in the data active = activation above about 18%;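 also: 0% = vehicle-treated cells and 100% = reference agonist; values of inactives mirror those of a sister screen read the other way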
Target sequence (P35372 whole entry, looked up): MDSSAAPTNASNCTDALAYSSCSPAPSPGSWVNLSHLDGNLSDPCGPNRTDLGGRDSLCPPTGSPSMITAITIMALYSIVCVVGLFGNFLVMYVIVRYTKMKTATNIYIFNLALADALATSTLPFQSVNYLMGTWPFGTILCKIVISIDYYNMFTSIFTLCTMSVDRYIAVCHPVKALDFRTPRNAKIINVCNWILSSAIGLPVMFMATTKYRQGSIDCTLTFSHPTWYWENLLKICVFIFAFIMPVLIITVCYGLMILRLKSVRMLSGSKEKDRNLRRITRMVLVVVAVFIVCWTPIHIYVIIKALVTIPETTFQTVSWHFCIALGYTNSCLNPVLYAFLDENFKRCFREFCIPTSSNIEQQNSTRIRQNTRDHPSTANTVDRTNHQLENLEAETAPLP
Target sequence (P41143 whole entry, looked up): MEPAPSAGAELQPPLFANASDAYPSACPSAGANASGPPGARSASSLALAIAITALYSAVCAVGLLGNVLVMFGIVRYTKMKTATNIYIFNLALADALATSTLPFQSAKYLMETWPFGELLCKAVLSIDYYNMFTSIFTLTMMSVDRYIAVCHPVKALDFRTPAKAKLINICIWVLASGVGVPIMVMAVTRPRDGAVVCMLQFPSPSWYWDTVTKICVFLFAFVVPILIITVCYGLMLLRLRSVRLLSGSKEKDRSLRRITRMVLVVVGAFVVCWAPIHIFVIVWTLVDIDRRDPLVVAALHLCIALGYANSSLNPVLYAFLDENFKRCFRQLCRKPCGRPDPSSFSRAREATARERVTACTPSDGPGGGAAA
PKA-R1A act: activates the PKA-R1A holoenzyme complex; P00514+P68181; PKA-R1A dissociation, Cy5-IP20 fluorescence polarization; scaled: DMSO 0%, 113 µM cGMP 100%; activation, % at 11.4 µM; 340,000 compounds, 0.083% hits; AID 504707;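 active = percent activation above the mean of all tested compounds plus 3 SD, cut at about 19% in these data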;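 also: higher means more PKAc released from R1A so a rise in polarization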
AddAB inh: less growth of phage-infected E. coli with AddAB; AID 435030; E. coli expressing H. pylori AddAB, absorbance growth; inhibition, % at 11.9 µM; 330,000 compounds, 0.29% hits; in the data active = inhibition above about 12%;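 also: 0% = vehicle wells of infected cells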
MOR-DOR inv ag: inverse agonist of human OPRM1-OPRD1 heterodimerization; cell-based MOR-DOR heterodimer luminescence, inverse agonism; inhibition, % at 9.3 µM; 340,000 compounds, 0.21% hits; AID 504357; in the data active = inhibition above about 22%, passing the limit was not always enough;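 also: 0% = cells with DMSO and 100% = wells without cells with DMSO; values of inactives mirror those of a sister screen read the other way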
* = called active by the depositor; x = no result given.

| Compound | Mot1-301 SUMO | PfHsp90 yeast 2 | phage Ecoli inh | HTR5A inv ctr | Ecoli viability | PKA-R2B activ | Tat transport | OPRM1-OPRD1 ag | PKA-R1A act | AddAB inh | MOR-DOR inv ag |
| --- | --- | --- | --- | --- | --- | --- | --- | --- | --- | --- | --- |
| CCOC(=O)C(CO)(NC(C)=O)C(=O)OCC | -1 | 4 | 1.7 | 5 | -2.6 | 4 | 3 | -0.7 | -4 | -1.7 | 4 |
| O=C(CCc1nnc(CCCc2ccccc2)o1)NCCc1ccco1 | 19 | 12 | 1.6 | 0 | 3.5 | -1 | -3 | -0.6 | 8 | 1.2 | 4 |
| O=C(CCCn1c(SCC(=O)NCC2CCCO2)nc2ccccc2c1=O)NCc1ccccc1 (stereo unspecified) | 2 | 7 | 4.0 | 30 | -1.0 | 13 | -7 | -1.5 | 0 | 2.4 | 7 |
| CCc1cc(C(=O)NCC(c2ccc(OC)cc2)N2CCOCC2)sc1C (stereo unspecified) | x | 0 | 4.5 | 4 | x | -8 | -3 | -3.6 | -3 | x | 19 |
| O=C(NNC(=O)c1ccc(Oc2cc(Cl)cc(Cl)c2)o1)c1ccccc1 | 8 | -6 | 1.0 | -9 | -4.3 | 8 | 10 | -1.1 | -10 | 1.1 | 6 |
| c1cn(CCCNC2=NCCCCC2)cn1 | -13 | x | 1.9 | -3 | 0.1 | -3 | 1 | 0.1 | -4 | -1.2 | -1 |
| NC(=O)CSc1oc(-c2cccs2)nc1S(=O)(=O)c1ccccc1 | 3 | 40 | -0.8 | 0 | -1.1 | -12 | 3 | -2.7 | -7 | 2.7 | 11 |
| OCCN(CCCn1c(-c2ccncc2)nc2ccccc21)c1nc(CN2CCCCC2)cs1 | 15 | -15 | 0.2 | -5 | -0.2 | 0 | -7 | -1.7 | 2 | 3.9 | 10 |
| NS(=O)(=O)c1ccc(N/N=C/c2ccc[nH]2)c([N+](=O)[O-])c1 | 8 | 21 | 5.9 | 35 | 8.3 | 3 | -4 | -4.4 | -14 | 11 | 22 |
| CC(NC(=O)Nc1ccc(Br)cc1)C(C)(C)C (stereo unspecified) | -9 | -11 | 4.4 | 4 | 4.2 | -11 | -8 | 3.9 | -2 | 4.4 | -27 |
| COc1ccc(NC(=O)CSc2nnnn2C2CCCCC2)c(OC)c1 | -14 | -40 | -0.5 | 17 | -2.6 | 0 | 7 | -4.1 | 5 | 1.8 | 22 |
| O=C(Cn1cc(C(=O)C(F)(F)F)c2ccccc21)NCc1ccco1 | 10 | x | -1.4 | 8 | -1.5 | -4 | -4 | 4.2 | -3 | -2.0 | -22 |
| CN(C(=O)COC(=O)c1ccc(Br)c([N+](=O)[O-])c1)c1c(N)n(Cc2ccccc2)c(=O)[nH]c1=O | 3 | -10 | 2.4 | -7 | 2.4 | 8 | -2 | -2.5 | -5 | 2.9 | 14 |
| Cc1c(C(=O)OC(C)CCN(C)C)oc2ccccc12 (stereo unspecified) | 1 | x | 0.4 | 5 | -1.2 | 6 | -5 | -0.4 | 1 | 2.3 | 2 |
| O=C(/C=C/c1ccc(OC(F)F)cc1)Nc1cccc(S(=O)(=O)N2CCOCC2)c1 | 23 | 5 | 1.4 | 5 | 1.3 | -5 | 10 | 2.5 | 3 | 5.0 | -14 |
| O=C(CCNC(=O)c1ccc([N+](=O)[O-])cc1)Nc1ccccc1N1CCCC1 | 5 | 5 | 2.1 | -23 | -1.8 | -8 | 3 | 0.1 | 0 | 0.4 | 0 |
| c1ccc(CSc2nnc(NC3=NCCCCC3)s2)cc1 | 30 | 3 | 6.3 | 18 | -1.9 | -11 | 1 | -1.0 | -4 | 1.2 | 6 |
| Cc1c(Cl)c(C(F)(F)F)nn1CC(=O)N1CCSCC1 | 134 | -1 | -1.0 | 1 | 1.7 | -4 | -8 | -1.5 | -4 | 2.3 | 9 |
| COc1ccc(C)cc1S(=O)(=O)N(CC(=O)Nc1cccc([N+](=O)[O-])c1)c1ccc(C)cc1 | 9 | 7 | 5.3 | -13 | 0.3 | 0 | -3 | -1.7 | -22 | 3.6 | 12 |
| S=C(c1ccco1)N1CCOCC1 | x | 7 | -0.2 | -3 | x | 3 | 2 | -0.1 | -4 | x | 0 |
| COc1ccc(C(=O)N/C(=C/c2ccccc2F)C(=O)NCCN2CCOCC2)cc1OC | -13 | 20 | 4.3 | -2 | -2.1 | -3 | -1 | -3.1 | -2 | 1.3 | 16 |
| COc1ccc2nc(SCC(=O)c3c(N)n(C4CC4)c(=O)[nH]c3=O)[nH]c2c1 | -3 | 33 | 4.7 | -12 | -0.7 | 5 | 0 | -3.4 | -4 | 1.8 | 14 |
| O=C(NC(=S)Nc1ccc2c(c1)OCO2)c1ccc(Cl)cc1 | 31 | -7 | 3.8 | 8 | -0.7 | -5 | -1 | 2.0 | -11 | 1.5 | -14 |
| COCCN=C1NN=C(c2ccc(NC(C)=O)cc2)CS1 | -3 | 16 | 0.5 | 17 | -1.5 | 6 | 0 | -1.0 | -17 | 3.1 | 5 |
| Cc1ccc(NC(=O)C(NS(=O)(=O)c2cccc3nsnc23)C(C)C)nc1 (stereo unspecified) | -7 | 4 | 2.2 | 18 | -1.4 | 0 | 1 | -0.1 | -1 | -0.5 | 0 |
| CC[C@H](C)Cc1cn([C@@H](CCCN=C(NC(=O)OC(C)(C)C)NC(=O)OC(C)(C)C)C(=O)NCCCCCCCCCCC(=O)N2CCN(C(=O)OC(C)(C)C)CC2)nn1 | -2 | 32 | x | 8 | 4.7 | -8 | 17 | 0.3 | -9 | 6.7 | -2 |
| O=C(CNC(=O)Cc1ccccc1)NCc1cccs1 | 6 | -20 | 0.6 | -4 | 0.3 | 1 | 0 | -3.4 | -4 | 1.1 | 13 |
| CCCn1c(SCC(=O)Nc2nnc(C)s2)nnc1-c1ccoc1C | 648 | 16 | 2.1 | 4 | 1.0 | -3 | 0 | -2.1 | 7 | 2.4 | 11 |
| CCc1ccc2c(COC(=O)CNS(=O)(=O)c3ccc(NC(C)=O)cc3)cc(=O)oc2c1 | -4 | -19 | 1.5 | 0 | 1.3 | 2 | -2 | 2.7 | -9 | 4.0 | -12 |
| COc1ccc(Br)cc1CNC(C)c1ccccc1 (stereo unspecified) | 50 | -13 | 3.6 | 5 | -0.3 | -4 | 6 | 1.0 | -2 | 2.9 | -6 |
| CC1CCN(C(=O)c2ccc(NC(=O)c3cccs3)cc2)CC1 | -5 | 3 | 1.5 | -3 | 1.3 | 12 | 5 | -3.3 | 10 | 4.2 | 18 |
| COc1ccc(-c2nn(-c3ccccc3)cc2C(=O)N2CCN(S(=O)(=O)c3ccccc3[N+](=O)[O-])CC2)cc1 | x | 99* | 2.8 | 14 | x | 0 | -2 | -1.7 | 1 | x | 7 |
| COCc1nnc(NS(=O)(=O)c2ccc(F)cc2)s1 | -1 | -2 | 0.9 | -13 | -0.3 | 3 | 7 | -2.4 | -2 | -0.5 | 11 |
| COc1ccc(N/N=C(\C#N)C(=O)NCCc2ccc(OC)c(OC)c2)cc1 | -14 | 14 | -1.1 | 10 | -0.8 | -7 | -7 | -1.2 | 3 | 1.3 | 6 |
| OC(CN(Cc1ccccc1)Cc1ccccc1)c1ccccc1 (stereo unspecified) | x | -5 | 1.6 | -6 | x | 4 | 10 | 5.2 | -12 | x | -26 |
| O=C(c1ccc(CN2CCOCC2)cc1)N1CCC(Cc2ccccc2)CC1 | 20 | x | 1.2 | -6 | -1.8 | 5 | 0 | -2.4 | 1 | 4.4 | 14 |
| O=C(COC(=O)c1ccc[n+]([O-])c1)Nc1ccc([N+](=O)[O-])cc1C(F)(F)F | 5 | -5 | 6.0 | -32 | 0.6 | 4 | 2 | 1.2 | -4 | 2.0 | -5 |
| CN1C(C(=O)NCC2CC2)CC2Cn3c(nc4ccccc43)C21 (stereo unspecified) | 1 | -3 | 0.6 | 7 | -1.2 | -2 | 4 | -3.4 | -3 | 3.0 | 15 |
| O=C(c1ccccc1)N1CCN(C(=O)c2ccccc2)CC1 | -10 | 27 | -0.4 | 13 | 1.7 | 0 | 0 | 0.1 | 10 | -0.8 | -1 |
| CN(Cc1ccccc1)C(=O)c1ccco1 | -15 | x | 1.3 | 0 | 0.2 | 6 | -6 | 0.0 | -12 | 2.1 | 0 |
| C=CCOc1ccc(C=NNc2ccc(S(=O)(=O)Nc3ccccc3C(=O)O)cc2[N+](=O)[O-])cc1OC | -34 | -5 | -0.3 | 6 | -0.8 | -4 | -1 | -1.9 | -2 | -0.3 | 8 |
| Cc1nc(Cc2nnc(SC(C)C(=O)Nc3cccc(C#N)c3)o2)cs1 (stereo unspecified) | -10 | -15 | x | 24 | 0.7 | -3 | 7 | -0.8 | 5 | 1.2 | 6 |
| Cc1ccc(NC(=O)CSCC(=O)N2CCN(C(=O)c3ccco3)CC2)cc1 | 181 | -12 | 0.1 | 11 | -0.7 | -3 | -17 | -0.9 | 11 | -1.8 | 4 |
| CN1CCN(c2oc(-c3ccccc3)nc2S(=O)(=O)c2ccccc2)CC1 | 5 | -8 | 0.2 | 4 | -1.4 | 0 | -6 | -2.2 | -2 | -0.2 | 11 |
| Cc1cc(NC(=O)CCCC(=O)O)nc(C)n1 | 9 | 5 | 0.0 | 3 | 1.1 | -14 | 8 | -2.4 | -2 | 0.9 | 14 |
| Cc1nn(-c2ccccc2)c(N2CCCCC2)c1/C=N/O | 12 | -3 | 3.6 | 4 | 0.4 | -7 | -4 | -0.9 | -5 | 1.3 | 5 |
| CCCC(=O)NCCc1nc2ccccc2n1CCC | 2 | 0 | 2.7 | 14 | 1.0 | -6 | -4 | -0.7 | 4 | -3.7 | 4 |
| COC(=O)C1=C(C)NC(=O)/C1=C\c1cc(C)n(-c2ccc(F)cc2)c1C | 3 | 13 | 3.9 | -4 | -2.3 | -1 | 5 | -0.5 | -2 | 1.3 | 4 |
| Cc1ccc(S(=O)(=O)N2CCC(C(=O)Nc3nnc(-c4ccc(F)cc4)s3)CC2)cc1 | 1 | 15 | -0.1 | -6 | 2.1 | -1 | -1 | -0.7 | 14 | 2.7 | 4 |
| COc1cc(OC)cc(C(=O)N[C@H](C(=O)Nc2ccc3c(c2)OCO3)C(C)C)c1 | 11 | 3 | 1.4 | -3 | 0.1 | 5 | -4 | 0.4 | -7 | -0.5 | -2 |
| S=c1nc(C2CC2)[nH]c2ccccc12 | -18 | 15 | 1.4 | 9 | 1.3 | -4 | -7 | -4.8 | -12 | 0.6 | 26 |
| CCOc1ccc(C(=O)Cc2cc3cccc(OC)c3oc2=O)cc1 | -6 | -21 | 3.9 | 6 | -0.5 | -5 | 2 | -1.5 | -5 | 3.5 | 7 |
| CC(C)NC(=O)NC(=O)COc1cccc2c1OC(C)(C)C2 | 7 | -17 | 1.6 | -37 | 3.0 | -3 | -1 | -1.4 | 3 | 1.5 | 8 |
